Screens: PubChem BioAssay, National Center for Advancing Translational Sciences (NCATS)
ERG Ets-DNA blk = inhibitors of human ERG Ets domain-DNA interaction. fluorescence polarization, His-ERG Ets domain / labelled DNA. 370,000 tested, 0.028% active. Potency, µM (highest dose often 76.9 µM), for the others: top-dose FP activity, negative = inhibition, actives largely listed as inhibitors. AID 624246; active = well fitted inhibition curve with a large enough effect in the polarisation, with a control signal flat; inconclusive = small, poorly fitted or top-dose-only effect, or effect the other way, or a change in a side signal; inactive = no such curve, though single readings can be large or run the other way; the % refers to the polarisation;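 also: polarization taken with two DNA probes labelled with fluorescein and Texas red; potency is read from the fitted curve at half-maximal effect; % of control where 0% means no effect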
Target sequence (P11308 whole entry, looked up, the tested form may be a part): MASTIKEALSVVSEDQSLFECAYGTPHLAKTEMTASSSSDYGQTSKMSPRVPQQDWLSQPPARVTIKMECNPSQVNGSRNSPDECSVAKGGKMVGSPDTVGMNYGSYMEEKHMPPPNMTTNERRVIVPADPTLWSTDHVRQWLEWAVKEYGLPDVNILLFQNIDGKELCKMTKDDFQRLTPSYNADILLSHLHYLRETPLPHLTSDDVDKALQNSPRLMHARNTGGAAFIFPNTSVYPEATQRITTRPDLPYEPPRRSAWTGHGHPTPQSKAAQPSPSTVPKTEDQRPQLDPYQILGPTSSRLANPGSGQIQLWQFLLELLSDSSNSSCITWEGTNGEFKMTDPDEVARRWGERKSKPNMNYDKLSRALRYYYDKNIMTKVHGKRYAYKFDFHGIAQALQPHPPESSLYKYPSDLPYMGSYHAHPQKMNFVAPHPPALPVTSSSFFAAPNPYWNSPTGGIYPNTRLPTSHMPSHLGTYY
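His-tagged ERG Ets domain (1 uM in the protein solution; 300mM KCl, 50mM Tris-HCl, 1mM EDTA, 1mM DTT, pH 7.5) received compound, then a probe mix of 5 nM fluorescein-DNA and 100nM Texas-615-DNA. Fluorescence polarization was read for both dyes.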
Pol beta inh = blocks human DNA polymerase beta activity; P06746; Pol beta primer extension/strand displacement, fluorescence kinetic; Potency, µM (doses to about 114 µM), without a hit: top-dose activity change, negative = inhibition, actives largely listed as inhibitors; 340,000 tested, 1.3% active; also: potency is read from the fitted curve at half-maximal effect; % is scaled to controls: 0 for no effect and ±100 for the full control effect
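Pol beta (10 nM) and compounds were preincubated 15 min at room temperature, then 50 nM substrate (final) started primer extension/strand displacement. Reads were taken at 0 and 10 min; concentration-response data were fitted to a four-parameter Hill equation.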
APEX1 inh = inhibitors of human APE1 endonuclease; P27695; recombinant APE1, TAMRA/BHQ-2 abasic DNA cleavage fluorescence; Potency, µM (highest dose often 65.8 µM), for the others: at the top dose activity change, negative = inhibition, actives largely listed as inhibitors; 350,000 tested, 0.35% active; AID 2517;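 also: potency is read from the fitted curve at half-maximal effect; plate controls were vehicle for no effect and reference inhibitor for full effect; nearly all actives have a fitted effect of over 55% in size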
Target sequence (P27695 whole entry, looked up): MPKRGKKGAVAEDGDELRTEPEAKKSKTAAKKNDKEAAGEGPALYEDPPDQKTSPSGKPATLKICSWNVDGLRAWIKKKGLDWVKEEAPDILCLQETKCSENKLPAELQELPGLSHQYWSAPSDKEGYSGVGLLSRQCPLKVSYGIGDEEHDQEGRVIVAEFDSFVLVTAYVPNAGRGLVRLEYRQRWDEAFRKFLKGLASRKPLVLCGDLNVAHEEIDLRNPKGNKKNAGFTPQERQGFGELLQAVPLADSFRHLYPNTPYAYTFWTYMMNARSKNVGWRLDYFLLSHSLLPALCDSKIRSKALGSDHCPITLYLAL
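Readout is kinetic fluorescence (ex 525, em 598 nm) from cleavage of 50 nM TAMRA/BHQ-2 THF abasic duplex by 0.75 nM APE1, compound added 15 min beforehand at RT.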
BLM helicase inh = blocks DNA unwinding by human BLM helicase | P54132 | recombinant BLM DNA unwinding, fluorescence dequenching | Potency, µM (top dose mostly 56.1 µM), inactives show at the highest dose activity change, negative = inhibition, usual class: inhibitors | 350,000 tested, 0.2% active | AID 2528;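 also: potency is read from the fitted curve at half-maximal effect; plate controls were vehicle for no effect and no enzyme for full effect; nearly all actives have a fitted effect of over 35% in size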
Pol iota inh = inhibitors of human DNA polymerase iota; Q9UNA4; Pol iota fluorescent replication assay, 10 min; Potency, µM (series often up to 115 µM), for inactives: at the top dose activity, negative = inhibition, actives largely listed as inhibitors; 390,000 tested, 1% active; also: potency is read from the fitted curve at half-maximal effect
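Pol iota at 10 nM preincubated 15 min with compounds at room temperature; reaction started with fluorescent substrate, 50 nM final. Fluorescence read kinetically at 0 and 10 min; buffer-only wells as negative control.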
Anesthetic bind = binds horse apoferritin like a general anesthetic. apoferritin/1-aminoanthracene competitive binding, fluorescence. P02791. Potency, µM (series often up to 77.5 µM), inactives show at the top dose activity change, negative = displacement, usual class: inhibitors. 350,000 tested, 0.074% active; also: potency is read from the fitted curve at half-maximal effect; % is scaled to controls: 0 for no effect and ±100 for the full control effect; nearly all actives have a fitted effect of over 20% in size
Target sequence (P02791 2-175 limits assumed): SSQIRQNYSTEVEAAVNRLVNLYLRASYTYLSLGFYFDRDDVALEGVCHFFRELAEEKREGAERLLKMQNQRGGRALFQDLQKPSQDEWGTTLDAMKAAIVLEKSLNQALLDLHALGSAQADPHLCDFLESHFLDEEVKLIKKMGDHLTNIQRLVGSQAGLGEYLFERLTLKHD
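Apoferritin-based anesthetic binding model; compound displacement of fluorescent 1-AMA measured as endpoint fluorescence after 10 minutes at room temperature, scaled to free-ligand and complex controls.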
Pol kappa inh = inhibitors of human DNA polymerase kappa | Q9UBT6 | purified Pol kappa, fluorescent DNA synthesis assay, 10 min | Potency, µM (doses to about 107 µM), for the others: top-dose activity, negative = inhibition, most hits filed as inhibitors | 400,000 tested, 0.53% active | AID 588579; also: potency is read from the fitted curve at half-maximal effect; % is scaled to controls: 0 for no effect and ±100 for the full control effect
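Here, compound and 10 nM enzyme are combined for 15 min at room temperature; adding 50 nM substrate (final) starts DNA synthesis, tracked by fluorescence at 0 and 10 min against buffer-only wells.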
TRHR agonist = activates the human TRH receptor; P34981; TRHR cells, calcium flux fluo-8, FDSS agonist mode; activation, % at 2 µM; 360,000 tested, 0.18% active; AID 493084; in the data active = activation above about 30%; also: 0% is about no effect
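TRHR-expressing cells loaded with fluo-8 calcium dye; 23 nL library compound pin-transferred, kinetic FDSS fluorescence (Ex 480/Em 530) recorded about 180 s for agonist-induced calcium release, before a 10 nM TRH EC20 addition for potentiator mode.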
12-LOX inh = blocks human arachidonate 12S-lipoxygenase; P18054; purified 12hLO, xylenol orange hydroperoxide absorbance; Potency, µM (series often up to 108 µM), without a hit: at the highest dose activity change, negative = inhibition, hits mostly inhibitors; 580,000 tested, 1.1% active; also: potency is read from the fitted curve at half-maximal effect; % is scaled to controls: 0 for no effect and ±100 for the full control effect
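Hydroperoxide product was detected by ferrous iron/xylenol orange as the 573 to 405 nm absorbance ratio. Arachidonic acid at 40 uM (final) was turned over for 30 min at room temperature by 150 nM human 12hLO, pH 7.0 Hepes buffer, after 15 min compound preincubation.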
Starred values were filed as active, the others as inactive; [ ] = dose if it differs, or a comment. Unless noted, calls follow the shape of the dose curve; as a rule, active = well fitted curve in the direction sought with a large enough effect; inconclusive = small, poorly fitted or top-dose-only effect, or another doubt; inactive = no such curve, though single readings can be large; an effect the other way counts as inactive or inconclusive. Some of the compounds tested, so the mix of outcomes need not match the whole.

Screening COc1ccccc1Cc1nc2ccccc2nc1SCC(=O)Nc1ccc2c(c1)OCO2 returned ERG Ets-DNA blk 1%, Pol beta inh 96%, BLM helicase inh 0%, Pol iota inh 6%, Anesthetic bind 3%, Pol kappa inh -3%[60.1 µM], TRHR agonist 0.1 and 12-LOX inh -6%.
`CC(=O)Oc1ccc(C(=O)[C@H]2[C@H]3C(=O)N(c4ccccc4)C(=O)[C@H]3[C@@H]3C=CC=NN32)cc1` gave ERG Ets-DNA blk 10%, Pol beta inh -8%, APEX1 inh 1%, BLM helicase inh -10%, Pol iota inh 14%, Anesthetic bind -11%, Pol kappa inh -13%, TRHR agonist 1.8 and 12-LOX inh inconclusive.
`CN1C(=O)/C(=C/c2ccc(O)c([N+](=O)[O-])c2)N(C)C1=S` gave ERG Ets-DNA blk 13%, Pol beta inh -6%, APEX1 inh 5%, BLM helicase inh 3%, Pol iota inh 15%, Anesthetic bind -8%, Pol kappa inh -1%, TRHR agonist -0.3 and 12-LOX inh -11%.
Screening Cc1ccccc1C(=O)N1CCC(C(=O)Nc2nccs2)CC1 returned ERG Ets-DNA blk 3%, Pol beta inh 20%, APEX1 inh 28%, BLM helicase inh 1%, Pol iota inh 48%[activator], Anesthetic bind -5%, Pol kappa inh -1%, TRHR agonist 0.5 and 12-LOX inh inconclusive.
CS(=O)(=O)N(Cc1ccc(Cl)cc1)c1ccc(C(=O)N2CCN(c3ccccc3)CC2)cc1 was read as ERG Ets-DNA blk 6%, Pol beta inh 1%, APEX1 inh 1%, BLM helicase inh -7%, Pol iota inh 8%, Anesthetic bind 1%, Pol kappa inh -7%, TRHR agonist 0.8 and 12-LOX inh inconclusive.
C=CCn1c(SCC(=O)c2ccc(O)c(O)c2)nnc1-c1cccnc1 was read as ERG Ets-DNA blk -7%, Pol beta inh 1.3µM*, APEX1 inh 1.6µM*, BLM helicase inh inconclusive, Pol iota inh 7.1µM*, Anesthetic bind 0%, Pol kappa inh 28µM*, TRHR agonist 0.7 and 12-LOX inh -5%.
CCCCCCC(C)NC(=S)Nc1cc(S(=O)(=O)N(C)C)ccc1C (stereo not drawn) was read as ERG Ets-DNA blk 11%, Pol beta inh 21%, APEX1 inh -8%, BLM helicase inh -9%, Pol iota inh 7%, Anesthetic bind -9%, Pol kappa inh -23%, TRHR agonist 0.4 and 12-LOX inh -21%.
Screening Cc1cc2c(cc1S(=O)(=O)NCc1ccccc1)n(C)c(=O)c(=O)n2C returned ERG Ets-DNA blk -4%, Pol beta inh inconclusive, APEX1 inh 40%, BLM helicase inh 1%, Pol iota inh -26%, Anesthetic bind -14%, Pol kappa inh 13%, TRHR agonist -0.4 and 12-LOX inh 353%[activator].
`C[C@@]12C(=O)Nc3cc(Cl)ccc3C(=O)N1[C@H]1c3ccccc3OC[C@@H]1[C@@H]2c1ccccc1` gave ERG Ets-DNA blk 6%, APEX1 inh -17%, Pol iota inh 0%, Pol kappa inh -2% and TRHR agonist 0.5.
For CCCOc1ccc(NC(=O)C2CC(=O)N(C)C(=Nc3cccc(OC)c3)S2)cc1 (stereo not drawn) the results were ERG Ets-DNA blk 9%, Pol beta inh 29%, APEX1 inh 1%, BLM helicase inh -3%, Pol iota inh 41%[activator], Anesthetic bind -2%, Pol kappa inh -2%, TRHR agonist 0.7 and 12-LOX inh 4%.
Screening COc1ccc(C(=O)NC2CC2)cc1OC1CCN(Cc2ccccc2)CC1 returned ERG Ets-DNA blk -2%, Pol beta inh 15%, APEX1 inh -11%, BLM helicase inh 3%, Pol iota inh 24%, Anesthetic bind -5%, Pol kappa inh -18% and TRHR agonist -0.2.
Screening CCOC(=O)c1cccc(NC(=O)CN(C)S(=O)(=O)c2cnc[nH]2)c1 returned ERG Ets-DNA blk 0%, Pol beta inh inconclusive, APEX1 inh -1%, BLM helicase inh 0%, Pol iota inh 4%, Anesthetic bind -8%, Pol kappa inh 1%, TRHR agonist -0.9 and 12-LOX inh 2%.
COc1ccc(CC(=O)Nc2ccc(-c3nc4ccccc4s3)cc2Cl)cc1 was read as ERG Ets-DNA blk 13%, Pol beta inh -11%, BLM helicase inh -3%, Pol iota inh -17%, Anesthetic bind -10%, Pol kappa inh -2%[60.1 µM], TRHR agonist 0.9 and 12-LOX inh -19%.
`CC(=O)N1CCCc2cc(S(=O)(=O)N(C)CC(=O)Nc3ccc(Cl)cc3C)ccc21` gave ERG Ets-DNA blk -6%, Pol beta inh 4%, BLM helicase inh -3%, Pol iota inh 1%, Anesthetic bind -5%, Pol kappa inh -11%[60.1 µM], TRHR agonist -0.2 and 12-LOX inh inconclusive.
Screening O=c1[nH]c(CCl)nc2cc(-c3ccc(Cl)cc3)sc12 returned ERG Ets-DNA blk -4%, Pol beta inh 27%, APEX1 inh 11%, BLM helicase inh 0%, Pol iota inh -3%, Anesthetic bind -23%, Pol kappa inh 5%, TRHR agonist 0.1 and 12-LOX inh 106%[activator].
For CCN1C(=O)C(Cc2nc3ccccc3c(=O)n2-c2ccccc2)c2cc(Br)ccc21 (stereo not drawn) the results were ERG Ets-DNA blk 1%, Pol beta inh 12%, BLM helicase inh -7%, Pol iota inh 1%, Anesthetic bind -13%, Pol kappa inh -8%, TRHR agonist 0.3 and 12-LOX inh inconclusive.
For COc1ccc(-c2c(NC(=O)c3ccco3)n(-c3ccc(C)cc3)nc(C)c2=O)cc1 the results were ERG Ets-DNA blk -9%, Pol beta inh -24%, APEX1 inh -1%, BLM helicase inh 0%, Pol iota inh -12%, Anesthetic bind 33%[activator], Pol kappa inh -3%, TRHR agonist -0.9 and 12-LOX inh inconclusive.
For Nn1c(SCc2ccc(Br)cc2)nnc1-c1ccccn1 the results were ERG Ets-DNA blk 0%, Pol beta inh 18%, APEX1 inh 16%, BLM helicase inh 2%, Pol iota inh -5%, Anesthetic bind -10%, Pol kappa inh 9%, TRHR agonist 0.1 and 12-LOX inh -1%.
CN(C)C(=O)COc1ccc2c(-c3ccccc3)cc(=O)oc2c1 was read as ERG Ets-DNA blk -6%, Pol beta inh -10%, APEX1 inh 22%, BLM helicase inh -6%, Pol iota inh -10%, Anesthetic bind -12%, Pol kappa inh 3%, TRHR agonist 0.9 and 12-LOX inh 7%.
For COc1ccc(C(C(=O)NC2CCCCC2)N(C(=O)c2ccccn2)c2cccnc2)c(OC)c1 (stereo not drawn) the results were ERG Ets-DNA blk 21%, Pol beta inh 2%, APEX1 inh 2%[12.4 µM], BLM helicase inh 1%, Pol iota inh 28%, Anesthetic bind 2%, Pol kappa inh 0%, TRHR agonist -0.2 and 12-LOX inh -9%.
Screening O=C(NCC(=O)N(c1cccc(F)c1)C(C(=O)NC1CCCC1)c1cccnc1)c1cccs1 (stereo not drawn) returned ERG Ets-DNA blk inconclusive, Pol beta inh 3%, APEX1 inh 7%, BLM helicase inh -1%, Pol iota inh 8%, Anesthetic bind 2%, Pol kappa inh -17%, TRHR agonist -0.4 and 12-LOX inh 3%.
For CCOc1ccc(C(C)NC(=O)c2cc(=O)[nH]c3ccccc23)cc1OCC (stereo not drawn) the results were ERG Ets-DNA blk 5%, Pol beta inh 31%, APEX1 inh 18%, BLM helicase inh -3%, Pol iota inh 114%[activator], Anesthetic bind -5%, Pol kappa inh inconclusive, TRHR agonist -0.2 and 12-LOX inh -5%.
Screening CC(C)c1nc2sc3c(c2c(=O)[nH]1)CC(C)(C)OC3 returned ERG Ets-DNA blk -3%, Pol beta inh 0%, APEX1 inh 4%, BLM helicase inh -3%, Pol iota inh 30%, Anesthetic bind 6%, Pol kappa inh 6%, TRHR agonist -1.0 and 12-LOX inh 0%.
For NC(=O)CCCn1c(C(=O)c2cc(Cl)c(N)c(Cl)c2)c2ccc([N+](=O)[O-])cc2[n+]1[O-] the results were ERG Ets-DNA blk 2%, APEX1 inh 0%, Pol iota inh 18%, Pol kappa inh -23%, TRHR agonist 0.2 and 12-LOX inh inconclusive.
CCc1ccc(-c2nc(CSCC(=O)NCc3ccco3)c(C)o2)cc1 was read as ERG Ets-DNA blk -1%, Pol beta inh -5%, APEX1 inh 9%, BLM helicase inh -8%, Pol iota inh 73%[activator], Anesthetic bind -21%, Pol kappa inh -4%, TRHR agonist -0.2 and 12-LOX inh -1%.
`S=C1NCCOCCOCCOCCN1` gave ERG Ets-DNA blk -1%, Pol beta inh 31%, APEX1 inh -1%, BLM helicase inh -1%, Pol iota inh -12%, Anesthetic bind 4%, Pol kappa inh -7%, TRHR agonist 0.1 and 12-LOX inh 9%.
Screening Cc1ccc(C(=O)N/N=C\c2ccncc2)s1 returned ERG Ets-DNA blk -10%, Pol beta inh -12%, APEX1 inh 12%, BLM helicase inh -12%, Pol iota inh 25%, Anesthetic bind -19%, Pol kappa inh 3%, TRHR agonist 0.2 and 12-LOX inh 287%[activator].

Filtered by structure, the entries above containing bromine.
For CCN1C(=O)C(Cc2nc3ccccc3c(=O)n2-c2ccccc2)c2cc(Br)ccc21 (stereo not drawn) the results were ERG Ets-DNA blk 1%, Pol beta inh 12%, BLM helicase inh -7%, Pol iota inh 1%, Anesthetic bind -13%, Pol kappa inh -8%, TRHR agonist 0.3 and 12-LOX inh inconclusive.
For Nn1c(SCc2ccc(Br)cc2)nnc1-c1ccccn1 the results were ERG Ets-DNA blk 0%, Pol beta inh 18%, APEX1 inh 16%, BLM helicase inh 2%, Pol iota inh -5%, Anesthetic bind -10%, Pol kappa inh 9%, TRHR agonist 0.1 and 12-LOX inh -1%.
